zfTRPN1 agonist: agonists of zebrafish TRPN1 channel; HEK293 zebrafish TRPN1-YFP, Fluo-8 calcium fluorescence; 100% = response to 87 µM carbachol; activation, % at 3 µM; 220,000 tested, 0.18% active;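 active = activation above its plate's cutoff, the mean activation of test wells on that plate plus 3 SD, cut at about 19% in these data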;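 note: 0% = DMSO alone and 100% = 87 µM carbachol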
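Material: zebrafish TRPN1-YFP in HEK293 cells; Doses: single test compound dose, 3 µM nominal, 0.3% DMSO; Timing: dye loading 1 h at 37 °C, then 30 min room temperature; Technique: intracellular calcium fluorescence with Fluo-8; Benchmarks: high carbachol 87 µM, low DMSO alone.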
NCF1 inh: p47phox (human) inhibition. P14598. p47phox/p22phox peptide binding, fluorescence polarization, 2 h. inhibition, % at 24.7 µM. 220,000 tested, 0.53% active;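 active = inhibition above about 30%, limit read from the data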;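 note: 0% = p47phox with labelled peptide and 100% = labelled peptide alone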
Target sequence (P14598 whole entry, looked up): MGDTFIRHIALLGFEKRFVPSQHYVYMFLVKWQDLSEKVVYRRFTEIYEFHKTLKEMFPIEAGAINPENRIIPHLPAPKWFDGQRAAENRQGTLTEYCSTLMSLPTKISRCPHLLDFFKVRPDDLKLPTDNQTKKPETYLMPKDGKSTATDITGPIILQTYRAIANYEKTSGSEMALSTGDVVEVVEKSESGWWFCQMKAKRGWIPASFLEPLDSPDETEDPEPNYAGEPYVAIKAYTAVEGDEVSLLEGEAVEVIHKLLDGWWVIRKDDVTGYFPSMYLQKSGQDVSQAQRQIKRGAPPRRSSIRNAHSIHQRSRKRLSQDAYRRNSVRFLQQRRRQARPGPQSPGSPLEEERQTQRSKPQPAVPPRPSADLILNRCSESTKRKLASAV
CHOP inhibitor: inhibitors of CHOP induction in ER stress response | 220,000 tested, 3.8% active | inhibition, % at 10 µM | CHO-K1 CHOP-promoter luciferase, tunicamycin-induced, 15-18 h;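 active = compounds that reduced the stress-induced luciferase reporter signal by more than about 70% of percent inhibition, limit read from the data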;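 note: 0% = tunicamycin plus vehicle and 100% = wells without tunicamycin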
Runt-SMMHC FRET: blocks binding of human RUNX1 Runt domain to CBFb-SMMHC | Q01196+Q13951 | Cerulean-Runt/Venus-CBFb-SMMHC FRET ratio 530/480, 1 h | inhibition, % at 20 µM | 220,000 tested, 0.74% active | AID 1434;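 active = mean inhibition across duplicate retests at 20 µM reaching about 50%, limit read from the data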;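 note: 0% = DMSO wells and 100% = wells with excess untagged CBFb-SMMHC; inhibitors lower the FRET ratio by blocking Runt binding to CBFb-SMMHC; some results filed as inactive read as strong as hits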
MDM2 E3 inh: Mdm2 E3 ligase (human) inhibition; Q00987; signal enhancement, % at 5 µM; 210,000 tested, 0.11% active; cell-based MDM2 ubiquitination luciferase reporter, 2 h; 0 = plate control, 100 = twice control, blank-subtracted; AID 1230;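 active = signal enhancement of 30% or more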;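 note: luminescence tracks abundance of the self-degrading MDM2-luciferase fusion protein; higher signal means inhibition of MDM2 E3 ligase activity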
Target sequence (Q00987 whole entry, looked up, the tested form may be a part): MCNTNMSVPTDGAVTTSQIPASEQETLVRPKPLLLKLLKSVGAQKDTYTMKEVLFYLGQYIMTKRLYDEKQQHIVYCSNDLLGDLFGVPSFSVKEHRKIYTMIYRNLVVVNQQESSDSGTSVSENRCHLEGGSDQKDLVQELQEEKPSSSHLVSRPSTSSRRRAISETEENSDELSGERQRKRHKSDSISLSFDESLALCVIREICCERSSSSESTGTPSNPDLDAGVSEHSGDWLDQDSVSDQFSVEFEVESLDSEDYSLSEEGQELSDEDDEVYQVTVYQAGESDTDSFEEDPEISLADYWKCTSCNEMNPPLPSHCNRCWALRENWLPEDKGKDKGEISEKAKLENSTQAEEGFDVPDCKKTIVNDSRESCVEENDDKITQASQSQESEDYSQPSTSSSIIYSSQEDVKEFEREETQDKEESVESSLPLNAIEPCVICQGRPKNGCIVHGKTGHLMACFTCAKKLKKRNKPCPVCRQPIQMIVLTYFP
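Material: Stable MDM2–luciferase fusion reporter cells | Amount: 2000 cells seeded into each well | Dosing: One concentration, 5 µM, with 0.2% DMSO | Incubation: 4 h cell settling then 2 h compound exposure, 37 °C | Measured by: Luciferase luminescence | Read-out basis: % enhancement relative to plate controls after blank subtraction | Benchmarks: Control and blank well means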
TNF death inh: TNF-alpha cell death inhibition in Jurkat FADD-/- cells. AID 463075. activation (protection from cell death), % at 10 µM. 220,000 tested, 0.068% active. Jurkat FADD-/- TNF necroptosis rescue, ATP luminescence, 24 h; 0 = TNF only, 100 = no-TNF cells;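 active = activation, meaning protection from cell death, of at least 50% relative to plate controls; inactive = activation below 50%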;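 note: necroptosis triggered by 40 ng/mL TNF-alpha added together with compound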
EBV gp42 block: inhibitors of Epstein-Barr virus glycoprotein 42; AID 1085; Q1HVG2; inhibition, % (tested at 21.74 µM); 220,000 tested, 0.42% active; Fluorescence polarization binding assay, mP read-out; in the data active = inhibition above about 50%
Target sequence (Q1HVG2 whole entry, looked up): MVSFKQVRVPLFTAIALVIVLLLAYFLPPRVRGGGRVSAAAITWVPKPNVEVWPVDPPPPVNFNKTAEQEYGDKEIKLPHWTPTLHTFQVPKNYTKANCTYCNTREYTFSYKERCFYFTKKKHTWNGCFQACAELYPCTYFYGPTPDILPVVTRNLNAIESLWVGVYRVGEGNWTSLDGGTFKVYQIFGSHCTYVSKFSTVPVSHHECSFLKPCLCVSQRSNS
PPC-1+TRAIL kill: PPC-1 cancer cell killing with TRAIL present; AID 1443; PPC-1 cells + TRAIL, ATPLite viability luminescence; cell killing (% activity), % at 4 µM; 220,000 tested, 0.41% active;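 active = cell killing above 50% in the first pass at 4 µM, then a duplicate retest at 5 µM averaging 50% or more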;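 note: plate controls were cells with TRAIL plus DMSO for no effect and medium-only wells lacking cells for full effect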
TRPML3 agonist: human mucolipin-3 channel agonism | activation, % at 3 µM | HEK293 TRPML3-YFP, Fluo-8 calcium fluorescence; 100% = the carbachol control signal | 220,000 tested, 0.29% active;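 active = activation above its plate's cutoff, the mean activation of the plate's test wells plus 3 SD, cut at about 12% in these data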;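 note: 0% = DMSO only wells and 100% = carbachol wells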
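Material: HEK293 cells stably carrying human TRPML3-YFP; compound dosing: single dose, 3 µM final nominal compound, 0.3% DMSO final; incubation: 1-h 37 °C dye load, 5-s basal, 120-s post-compound reads; technique: Fluo-8 intracellular calcium fluorescence, excitation 470-495 nm, emission 515-575 nm; read-out basis: percent activation from peak-to-basal fluorescence ratio, scaled between DMSO and carbachol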
* hit, by the source's call.

`O=C1CC(c2ccc(S(=O)(=O)NCc3ccncc3)cc2)CN1` (configuration not stated) gave zfTRPN1 agonist 0.4, NCF1 inh -12.2, CHOP inhibitor -2.8, Runt-SMMHC FRET 0.8, MDM2 E3 inh -17.7, TNF death inh -0.5, EBV gp42 block 2.7, PPC-1+TRAIL kill -4.7 and TRPML3 agonist 0.3.
O=C1/C(=C\c2ccco2)NC(=S)N1c1ccccc1 was read as zfTRPN1 agonist 1.4, NCF1 inh -17.8, CHOP inhibitor -22.9, Runt-SMMHC FRET -13.0, MDM2 E3 inh -5.5, TNF death inh -1.2, EBV gp42 block 2.6, PPC-1+TRAIL kill 8.3 and TRPML3 agonist 0.8.
`CCCCN(CC)CCCNC(=O)CC1Oc2ccccc2NC1=O` (configuration not stated) gave zfTRPN1 agonist 0.0, NCF1 inh -6.0, CHOP inhibitor -3.5, Runt-SMMHC FRET 2.9, MDM2 E3 inh -8.7, TNF death inh 0.8, EBV gp42 block -9.9, PPC-1+TRAIL kill 14.7 and TRPML3 agonist 0.2.
N#Cc1c2c(c(NCCCN3CCOCC3)n3c1nc1ccccc13)CCC2 was read as zfTRPN1 agonist 1.7, NCF1 inh -16.1, CHOP inhibitor 14.6, Runt-SMMHC FRET 37.1, MDM2 E3 inh -13.6, TNF death inh 1.2, EBV gp42 block -19.8, PPC-1+TRAIL kill -12.6 and TRPML3 agonist -0.2.
For Fc1cccc(NC(=S)Nc2cccnc2)c1 the results were zfTRPN1 agonist 1.2, NCF1 inh -3.8, CHOP inhibitor 7.8, Runt-SMMHC FRET -0.9, MDM2 E3 inh -8.1, TNF death inh -0.4, EBV gp42 block -0.9, PPC-1+TRAIL kill 27.0 and TRPML3 agonist 1.1.
`CC(C)OCCCNC(=O)CNC(=O)c1ccc(Cl)c(Cl)c1` gave zfTRPN1 agonist 0.3, NCF1 inh -1.3, CHOP inhibitor 4.4, Runt-SMMHC FRET -0.4, MDM2 E3 inh -90.5, TNF death inh 0.5, EBV gp42 block 6.7, PPC-1+TRAIL kill -4.2 and TRPML3 agonist 0.5.
Screening O=C(N/N=C/c1ccco1)c1cc(C2CC2)nc2ccccc12 returned zfTRPN1 agonist 0.6, NCF1 inh -6.0, CHOP inhibitor 34.0, Runt-SMMHC FRET -4.2, MDM2 E3 inh -4.7, TNF death inh 2.6, EBV gp42 block -2.5, PPC-1+TRAIL kill 20.2 and TRPML3 agonist 0.8.
Screening CCCCCCCCn1cc(C(C)=O)c(=O)[nH]c1=O returned zfTRPN1 agonist 1.1, NCF1 inh -8.5, CHOP inhibitor 33.8, Runt-SMMHC FRET 0.8, MDM2 E3 inh -1.7, TNF death inh -4.7, EBV gp42 block -10.9, PPC-1+TRAIL kill -19.0 and TRPML3 agonist 0.6.
Cc1ccc(S(=O)(=O)NCC(=O)N2CCOCC2)cc1 was read as zfTRPN1 agonist 1.7, NCF1 inh 2.5, CHOP inhibitor -50.6, Runt-SMMHC FRET 2.7, MDM2 E3 inh -12.5, TNF death inh 0.2, EBV gp42 block 7.5, PPC-1+TRAIL kill 20.4 and TRPML3 agonist 0.6.
`O=c1cc(C(F)(F)F)nc(-c2ccccc2)[nH]1` gave zfTRPN1 agonist -0.2, NCF1 inh 0.4, CHOP inhibitor -17.9, Runt-SMMHC FRET 1.4, MDM2 E3 inh 4.8, TNF death inh -0.5, EBV gp42 block -14.2, PPC-1+TRAIL kill -7.7 and TRPML3 agonist 0.3.
`CC1(C)CC(=O)C2=C(C1)N(c1ccc(F)cc1)C(=O)CC2c1ccccc1` (configuration not stated) gave zfTRPN1 agonist -1.1, NCF1 inh -6.3, CHOP inhibitor 27.0, Runt-SMMHC FRET 2.5, MDM2 E3 inh -4.6, TNF death inh 0.8, EBV gp42 block -2.7, PPC-1+TRAIL kill 8.5 and TRPML3 agonist -0.5.
For CC(C)c1cc(-c2cc(-c3ccc(Cl)cc3)on2)nc(NC2CCCC2)n1 the results were NCF1 inh -12.4, CHOP inhibitor -12.4, Runt-SMMHC FRET 2.2, MDM2 E3 inh -0.3, TNF death inh 1.4, EBV gp42 block -9.4 and PPC-1+TRAIL kill -3.8.
O=C(Oc1ccccc1C(=O)Oc1ccccc1)c1ccco1 was read as zfTRPN1 agonist -1.9, NCF1 inh 2.9, CHOP inhibitor 19.2, Runt-SMMHC FRET -0.8, MDM2 E3 inh -16.3, TNF death inh -2.7, EBV gp42 block -20.0, PPC-1+TRAIL kill 6.2 and TRPML3 agonist -0.8.
`O=C(CN1CCN(CCC(=O)Nc2ccccc2F)CC1)Nc1ccc(F)cc1` gave zfTRPN1 agonist 0.0, NCF1 inh -2.3, CHOP inhibitor 20.4, Runt-SMMHC FRET 1.9, MDM2 E3 inh -19.6, TNF death inh 3.1, EBV gp42 block -11.3, PPC-1+TRAIL kill -10.9 and TRPML3 agonist 0.3.
Screening O=C(CNC(=O)c1ccccn1)N/N=C/c1ccccc1 returned zfTRPN1 agonist 1.7, NCF1 inh -6.3, CHOP inhibitor 9.3, Runt-SMMHC FRET -5.1, MDM2 E3 inh -18.4, TNF death inh -0.4, EBV gp42 block -19.5, PPC-1+TRAIL kill 15.7 and TRPML3 agonist 1.2.
`CCOc1cc(NC(=S)NCCCOC)c(OCC)cc1NC(=O)c1ccco1` gave zfTRPN1 agonist -0.1, NCF1 inh -10.9, CHOP inhibitor -1.9, Runt-SMMHC FRET -2.3, MDM2 E3 inh -0.5, TNF death inh 0.1, EBV gp42 block -2.2, PPC-1+TRAIL kill 20.0 and TRPML3 agonist 0.1.
Screening COC(=O)c1ccc(NC(=O)c2c(C(=O)Nc3ccccc3)sc3nc(C)cc(=O)n23)cc1 returned zfTRPN1 agonist -1.0, NCF1 inh -9.1, CHOP inhibitor 54.6, Runt-SMMHC FRET 4.6, MDM2 E3 inh -23.8, TNF death inh 0.7, EBV gp42 block -11.2, PPC-1+TRAIL kill -6.0 and TRPML3 agonist 0.3.
CN(C)C(=S)Nc1ccc(Cl)cc1 was read as zfTRPN1 agonist 1.4, NCF1 inh -1.4, CHOP inhibitor 10.1, Runt-SMMHC FRET 1.4, MDM2 E3 inh -4.6, TNF death inh 1.8, EBV gp42 block -6.5, PPC-1+TRAIL kill -6.5 and TRPML3 agonist 1.0.
`Cn1c(=O)c2c(nc(SCCN3CCOCC3)n2Cc2ccc(F)cc2)n(C)c1=O` gave zfTRPN1 agonist -0.6, NCF1 inh -12.4, CHOP inhibitor 31.0, Runt-SMMHC FRET 0.2, MDM2 E3 inh -15.1, TNF death inh -5.5, EBV gp42 block -5.2, PPC-1+TRAIL kill 12.7 and TRPML3 agonist -0.1.
For CC(=O)NCCOc1ccc(C(=O)O)cc1 the results were zfTRPN1 agonist -0.4, NCF1 inh -0.1, CHOP inhibitor -10.2, Runt-SMMHC FRET 4.2, MDM2 E3 inh 13.2, TNF death inh 0.1, EBV gp42 block -4.9, PPC-1+TRAIL kill 17.9 and TRPML3 agonist -0.4.
Screening COc1ccc(C2Nc3ccccc3C(=O)N2NS(=O)(=O)c2ccc(C)cc2)cc1 (configuration not stated) returned zfTRPN1 agonist -0.1, NCF1 inh -5.3, CHOP inhibitor 25.1, Runt-SMMHC FRET 3.3, MDM2 E3 inh -25.0, TNF death inh -1.1, EBV gp42 block -4.6, PPC-1+TRAIL kill -2.4 and TRPML3 agonist 0.4.
For Cc1ccc(Cn2cnc3ccccc32)cc1 the results were zfTRPN1 agonist 0.8, NCF1 inh -9.2, CHOP inhibitor 22.6, Runt-SMMHC FRET -2.0, MDM2 E3 inh -74.2, TNF death inh -0.2, EBV gp42 block -18.3, PPC-1+TRAIL kill 9.1 and TRPML3 agonist 2.0.
For COc1ccc(S(=O)(=O)Nc2ccc(F)c(F)c2)cc1Cl the results were zfTRPN1 agonist 0.7, NCF1 inh -6.5, CHOP inhibitor -21.5, Runt-SMMHC FRET -0.6, MDM2 E3 inh 0.8, TNF death inh 3.6, EBV gp42 block -4.7, PPC-1+TRAIL kill 16.0 and TRPML3 agonist 1.1.
For Oc1c(Cl)cc(Cl)cc1C=Nc1ccc2c(c1)OCCO2 the results were zfTRPN1 agonist -0.5, NCF1 inh -5.7, CHOP inhibitor 87.2*, Runt-SMMHC FRET -97.5, MDM2 E3 inh -20.8, TNF death inh -4.2, EBV gp42 block -12.9, PPC-1+TRAIL kill 12.7 and TRPML3 agonist 1.4.
`Cn1cc([N+](=O)[O-])c(C(=O)N/N=C/c2ccccc2)n1` gave zfTRPN1 agonist -1.5, NCF1 inh -9.7, CHOP inhibitor -9.9, Runt-SMMHC FRET 0.9, MDM2 E3 inh -10.3, TNF death inh -2.3, EBV gp42 block -18.7, PPC-1+TRAIL kill -10.6 and TRPML3 agonist 0.6.
For CCOC(=O)Cc1nnc(NC(=O)c2cccc(OCC)c2)s1 the results were zfTRPN1 agonist 0.1, NCF1 inh -1.2, CHOP inhibitor 32.6, Runt-SMMHC FRET 0.7, MDM2 E3 inh -7.7, TNF death inh 1.0, EBV gp42 block -10.0, PPC-1+TRAIL kill 6.0 and TRPML3 agonist -0.4.
Screening Cc1cc(N/N=C/c2ccccc2Br)nc2ccccc12 returned zfTRPN1 agonist -2.2, NCF1 inh -35.0, CHOP inhibitor 16.9, Runt-SMMHC FRET -5.4, MDM2 E3 inh -18.6, TNF death inh -1.5, EBV gp42 block -18.6, PPC-1+TRAIL kill 10.4 and TRPML3 agonist -0.4.
Screening Cc1ncc([N+](=O)[O-])n1Cc1ccccc1 returned zfTRPN1 agonist 1.2, NCF1 inh -5.2, CHOP inhibitor -30.4, Runt-SMMHC FRET -3.2, MDM2 E3 inh -6.5, TNF death inh 0.4, EBV gp42 block -20.2, PPC-1+TRAIL kill 19.7 and TRPML3 agonist 0.4.
Screening COc1cc(Cl)c(C)cc1NC(=O)COc1ccccc1[N+](=O)[O-] returned zfTRPN1 agonist 0.7, NCF1 inh -21.6, CHOP inhibitor 33.4, Runt-SMMHC FRET -1.2, MDM2 E3 inh 0.3, TNF death inh -1.7, EBV gp42 block -5.3, PPC-1+TRAIL kill -7.9 and TRPML3 agonist -0.3.
COc1cccc(N(CC(=O)N/N=C(\C)c2cccs2)S(C)(=O)=O)c1 was read as zfTRPN1 agonist -0.2, NCF1 inh -13.8, CHOP inhibitor 19.2, Runt-SMMHC FRET -3.1, MDM2 E3 inh -5.7, TNF death inh 0.8, EBV gp42 block -2.0, PPC-1+TRAIL kill 23.5 and TRPML3 agonist 0.5.
`CCC(C)NC(=O)c1ccccc1NS(=O)(=O)c1ccc(OC)c(OC)c1` (configuration not stated) gave zfTRPN1 agonist -0.3, NCF1 inh -2.0, CHOP inhibitor -7.5, Runt-SMMHC FRET 0.9, MDM2 E3 inh -2.2, TNF death inh -0.1, EBV gp42 block -9.8, PPC-1+TRAIL kill 31.2 and TRPML3 agonist 1.1.

Assay outcomes as filed in PubChem BioAssay.

Outcome played no part in choosing rows; any-hit rate near 5.9%.
